# M4 antag: antagonists of human muscarinic M4 receptor (CHRM4); CHO-hM4 cells, ACh EC80, Fluo-8 calcium fluorescence; inhibition, % at 3 µM; P08173; 360,000 compounds, 0.73% hits;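 active = inhibition above its plate's cutoff, the mean inhibition of sample wells plus 3 SD, cut at about 27% in these data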;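 also: 0% = acetylcholine EC80 with DMSO and 100% = DMSO without agonist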
# Target sequence (P08173 whole entry, looked up): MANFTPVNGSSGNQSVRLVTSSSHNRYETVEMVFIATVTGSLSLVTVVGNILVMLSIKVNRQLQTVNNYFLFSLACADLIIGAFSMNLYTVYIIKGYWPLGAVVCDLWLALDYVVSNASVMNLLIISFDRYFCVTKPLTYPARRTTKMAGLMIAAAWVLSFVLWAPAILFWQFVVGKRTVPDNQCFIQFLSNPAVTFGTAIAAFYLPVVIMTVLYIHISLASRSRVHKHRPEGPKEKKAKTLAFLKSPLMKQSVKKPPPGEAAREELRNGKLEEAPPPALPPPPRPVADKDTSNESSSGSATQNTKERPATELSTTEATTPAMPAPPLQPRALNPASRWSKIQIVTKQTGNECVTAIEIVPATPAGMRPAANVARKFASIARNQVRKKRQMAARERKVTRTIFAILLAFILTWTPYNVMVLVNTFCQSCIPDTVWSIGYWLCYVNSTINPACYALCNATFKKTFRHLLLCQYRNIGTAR
# CHRM5 agonist: agonists of human muscarinic M5 receptor (CHRM5); CHO-K1 hM5 cells, Fluo-8 calcium fluorescence; 0% DMSO wells, 100% maximal acetylcholine response; AID 624037; activation, % at 3 µM; 360,000 compounds, 0.19% hits;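 active = activation above the run's mean over test compounds plus 3 SD, cut at about 23% in these data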;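 also: signal is peak over basal fluorescence ratio across the kinetic read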
# CHRM1 PAM: human CHRM1 positive allosteric modulation. CHO-K1 hM1, Fluo-8 calcium fluorescence, ACh EC20; 0% = ACh EC20, 100% = maximal ACh. activation, % at 3 µM. 360,000 compounds, 0.088% hits. AID 588819; in the data active = activation above about 19%, passing the limit was not always enough
# Target sequence (P11229 whole entry, looked up): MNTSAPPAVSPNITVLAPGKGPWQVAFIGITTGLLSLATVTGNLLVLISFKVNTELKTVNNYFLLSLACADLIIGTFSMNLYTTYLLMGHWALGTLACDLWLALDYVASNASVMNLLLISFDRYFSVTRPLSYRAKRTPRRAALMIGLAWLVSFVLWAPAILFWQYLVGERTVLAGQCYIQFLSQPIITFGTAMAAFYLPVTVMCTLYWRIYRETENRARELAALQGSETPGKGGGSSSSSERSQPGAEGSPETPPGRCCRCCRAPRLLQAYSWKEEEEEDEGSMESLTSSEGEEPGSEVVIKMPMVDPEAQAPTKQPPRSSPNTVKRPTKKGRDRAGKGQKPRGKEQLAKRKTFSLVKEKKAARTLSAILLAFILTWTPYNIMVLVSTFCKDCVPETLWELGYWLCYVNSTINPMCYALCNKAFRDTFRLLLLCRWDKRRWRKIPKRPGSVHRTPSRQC
# M1 antag: human CHRM1 antagonism; AID 588852; 360,000 compounds, 1.3% hits; P11229; inhibition, % at 3 µM; CHO-K1 hM1, Fluo-8 calcium fluorescence, ACh EC80 antagonist;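 active = percent inhibition above its own plate's cutoff, namely the mean of that plate's compound wells plus 3 SD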;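 also: peak over basal fluorescence ratio during 140 s after agonist addition; 0% = ACh EC80 plus DMSO and 100% = DMSO alone without agonist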
# CHRM1 agonist: agonists of human M1 muscarinic receptor | P11229 | 360,000 compounds, 0.33% hits | activation, % at 3 µM | AID 588814 | CHO-K1 hM1, Fluo-8 calcium fluorescence, agonist mode; 0% DMSO, 100% acetylcholine EC100;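 active = activation above the run's mean compound activation plus 3 SD, cut at about 16% in these data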;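 also: peak over basal fluorescence ratio within a 140 s kinetic read after compound addition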
# CHRM5 PAM: positive allosteric modulators of human muscarinic M5 receptor | P08912 | CHO-K1 hM5, Fluo-8 calcium, ACh EC20 PAM; 0% = ACh EC20, 100% = ACh EC100 | activation, % at 3 µM | 360,000 compounds, 0.3% hits | AID 624038;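 active = activation above the run cutoff, the mean activation of all test compounds plus 3 SD, cut at about 18% in these data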
#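 Assay system: CHO-K1 hM5 cells. Also added: acetylcholine at EC20 concentration, added after compound. Dosing: 3 µM, single dose. Times: compound preincubation 140 s before EC20 acetylcholine addition. Signal: Fluo-8 calcium fluorescence. Measure: % activation relative to EC20 and EC100 ACh responses. Repeats: singlicate, one well per test compound.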
# CHRM4 agonist: CHRM4 agonism in calcium assay. AID 624127. CHO-K1 hM4/Gqi5, Fluo-8 calcium fluorescence; vehicle 0%, full acetylcholine response 100%. P08173. activation, % at 3 µM. 360,000 compounds, 0.14% hits;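 active = activation above the run mean over all test wells plus 3 SD, cut at about 32% in these data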;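 also: peak over basal fluorescence ratio per well then scaled between controls; 0% = DMSO wells and 100% = acetylcholine at EC100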
# TAAR1 agonist: agonists of human TAAR1 | CHO RD-HGA16 TAAR1, Fluo-8 calcium fluorescence; vehicle wells 0%, saturating PEA agonist 100% | activation, % at 3 µM | 360,000 compounds, 0.99% hits;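 active = activation above the mean activation of all test compounds in the run plus 3 SD, cut at about 38% in these data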
#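 System: CHO RD-HGA16 cells carrying human TAAR1 plus Gα16; Incubation: 17-24 h seeding, 75 min 37 °C dye, 30 min RT; Measured by: Fluo-8 fluorescence, 5 s baseline then 140 s kinetic read; Control set: DMSO and PEA EC100; Replication: single well for each compound.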
# CHRM5 antagonist: antagonists of human muscarinic M5 receptor (CHRM5) | P08912 | CHO-hM5 cells, Fluo-8 calcium fluorescence, ACh EC80 | inhibition, % at 3 µM | 360,000 compounds, 0.59% hits | AID 624040;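 active = inhibition above a per-plate cutoff, the mean of that plate's test compounds plus 3 SD, cut at about 27% in these data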;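 also: 0% = acetylcholine EC80 with DMSO and 100% = DMSO without agonist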
# * = called active by the depositor; . = not tested or not shown. A portion of the library (hit frequency here may not be typical).
# Start of the data: the first 2 entries, to show the layout:
structure	CHRM4 agonist	M1 antag	CHRM5 agonist	CHRM1 PAM	M4 antag	TAAR1 agonist	CHRM5 PAM	CHRM1 agonist	CHRM5 antagonist
S=c1[nH]nc(-c2c[nH]c3ccccc23)o1	1.2	-12.4	-6.7	12.4	-5.2	5.7	-5.9	-1.5	0.9
Cc1cc(NC(=O)COC(=O)COc2ccc(C(=O)c3ccccc3)cc2)no1	3.1	-34.8	-0.3	3.4	8.7	6.5	-2.6	-2.3	9.4

# This part in full, from the start:
structure	CHRM4 agonist	M1 antag	CHRM5 agonist	CHRM1 PAM	M4 antag	TAAR1 agonist	CHRM5 PAM	CHRM1 agonist	CHRM5 antagonist
S=c1[nH]nc(-c2c[nH]c3ccccc23)o1	1.2	-12.4	-6.7	12.4	-5.2	5.7	-5.9	-1.5	0.9
Cc1cc(NC(=O)COC(=O)COc2ccc(C(=O)c3ccccc3)cc2)no1	3.1	-34.8	-0.3	3.4	8.7	6.5	-2.6	-2.3	9.4
C=CCn1c(C)cc(-c2csc(NC(=O)C3=COCCO3)n2)c1C	-0.1	9.5	2.0	-5.2	3.6	0.3	3.4	-2.9	2.1
Cc1ccc(-c2nn(Cc3ccccc3)cc2/C=C/C(=O)O)cc1C	1.9	-1.0	0.8	2.9	3.8	3.9	2.2	-3.9	-0.9
Clc1ccc(CSc2nnc(-c3c[nH]c4ccccc34)o2)cc1	0.0	6.5	-1.9	-0.4	4.0	1.2	-3.5	-0.3	8.0
COCCNC(=O)c1ccccc1NC(=O)Nc1ccccc1	2.7	5.9	1.7	-2.8	-3.6	1.1	-3.2	-1.9	-0.4
Cc1cc(N2CCOCC2)nc(N2CCOCC2)c1C#N	1.2	-1.3	-0.1	0.6	-7.2	0.0	0.4	-4.7	-4.4
Cc1cccc(CSc2ccc(S(=O)(=O)N3CCCC3)cn2)c1	1.9	10.0	-9.2	-1.2	-12.8	6.7	-14.1	-5.2	0.4
O=C(NN1C(=O)C2CC=C(Cl)CC2C1=O)c1ccncc1 (stereo unspecified)	0.8	-9.5	1.1	14.5	-3.5	-0.3	4.4	1.3	7.2
O=C(NCc1ccccc1)C12CC3CC(CC(Cl)(C3)C1)C2	0.2	-23.0	-5.5	18.4	-7.2	3.6	-8.8	-3.3	7.6
Cc1ccc2c(Cl)cc(Cl)c(OCC(=O)Nc3cc(S(=O)(=O)N(C)C)ccc3C)c2n1	8.1	1.3	-3.4	-4.0	-8.3	12.4	-15.0	-7.7	14.4
O=C(NCc1cccnc1)c1ccc(Cn2c(=S)[nH]c3ccc(Br)cc3c2=O)cc1	1.3	0.8	0.7	4.9	6.5	1.5	3.4	-6.4	1.3
CNC(=S)NNC(=O)c1ccc(C(C)(C)C)cc1	0.7	-7.7	-4.0	2.9	2.9	1.4	-8.3	-3.2	14.3
COC(=O)c1ccc(CNC(=O)CN(CCC(C)C)S(=O)(=O)c2ccc3c(c2)OCCO3)cc1	13.7	21.2	0.9	-7.2	-2.5	7.7	-9.8	-3.0	2.5
COC(=O)N1CCCCC1c1cc(C(=O)NCc2ccc(F)cc2)no1 (stereo unspecified)	-0.5	-0.7	0.1	5.3	7.5	5.2	1.0	-5.7	3.2
CSc1ccc(C2NC(=O)c3ccccc3N2)cc1 (stereo unspecified)	0.5	-0.4	3.9	6.5	6.3	8.9	0.0	-0.9	-3.6
Cn1c(=O)n(Cc2ccc(Cl)cc2)c(=O)c2c1nc1n2CCN1Cc1ccco1	7.8	-8.1	2.8	7.0	-20.1	9.3	2.3	-2.3	0.3
Cc1nn(-c2ccccc2)c(C)c1NC(=O)COC(=O)c1cc([N+](=O)[O-])ccc1NCCO	13.4	2.0	1.4	0.9	3.8	9.7	-7.1	-2.4	9.9
O=C(COc1ccc([N+](=O)[O-])cc1)Nc1ccc(NC(=O)c2ccccc2)cc1	0.6	-4.2	-3.1	4.9	3.2	3.5	-6.1	-1.5	13.1
O=C(c1ccco1)n1nc(NCc2ccccc2)nc1NCc1ccccc1	0.4	2.5	-5.4	-3.6	8.3	9.6	-7.4	-5.6	2.4
CCOC(=O)C1CCN(C(=S)Nc2cc(OC)c(OC)cc2C(=O)OC)CC1	1.7	-3.7	0.1	3.8	-1.0	2.2	-4.6	-0.2	-1.1
CCOc1cc(CN2CCCC(CNC(=O)c3ccc(F)cc3)C2)ccc1OC (stereo unspecified)	0.1	-7.6	0.5	1.9	0.0	-0.2	3.2	-7.3	4.5
C=CCN1N=C(c2ccc(NC(=O)c3ccccc3)cc2)CSC1=O	3.3	11.8	2.5	-1.8	-6.1	13.2	-5.6	-3.6	7.8
CC(OC(=O)c1cc(Br)ccc1O)C(=O)Nc1ccc(S(=O)(=O)N2CCCC2)cc1 (stereo unspecified)	18.7	16.2	10.5	-1.1	12.2	12.9	-25.8	2.1	19.6
Cc1ccc(NC(=S)NCc2ccc3c(c2)cc(C)n3C)c(C)c1	0.5	-7.6	-8.5	3.6	-0.1	3.5	-1.0	-6.2	7.9
NS(=O)(=O)c1ccc(NC(=S)NCc2ccccc2)cc1	0.3	2.1	-2.5	8.7	0.7	1.1	4.2	-4.4	3.4
CN(c1cccc(NC(=O)c2ccc(CN3CCc4ccccc4C3)cc2)c1)S(C)(=O)=O	16.2	-5.8	-1.9	0.6	0.5	7.8	-5.4	-5.6	5.8
COc1ccccc1C(=O)NNC(=O)c1nn(Cc2ccccc2)c(=O)c2ccccc12	0.8	2.6	-1.4	0.2	-10.6	-0.6	-2.8	4.7	7.9
CCN1C=C(C(=O)c2ccccc2)C(=O)CC1	2.5	-13.9	-0.6	12.1	-8.8	0.3	5.5	-1.9	-12.5
O=C(CS(=O)(=O)c1ccccc1)Nc1ccc(S(=O)(=O)Nc2ccccn2)cc1	0.3	5.2	-6.1	-1.5	-7.3	6.5	-5.3	-1.1	4.4
Cc1onc(-c2c(F)cccc2Cl)c1C(=O)OCc1nnc(-c2ccccc2)o1	3.2	6.9	-2.2	0.5	0.7	2.8	-1.9	-3.9	6.7
COc1cccc(NC(=O)N2CCc3nc(Nc4ccc(C(C)C)cc4)ncc3C2)c1	6.9	15.4	-0.7	-12.5	7.5	-1.2	-4.5	-3.1	1.8
COc1ccccc1CNC(=O)COC(=O)Cc1c[nH]c2ccccc12	1.7	-8.7	-0.3	5.8	-1.2	1.7	-1.3	-3.4	4.2
O=C(Cn1cccc1C(=O)c1ccccc1)NCc1cccc(Cl)c1	-0.9	10.6	-6.9	-3.0	4.0	2.4	7.6	-5.5	4.7
O=c1cnc2ccccc2n1Cc1ccc(Br)cc1	3.0	-9.3	-2.9	7.3	-4.5	1.1	2.9	-4.8	0.3
Cc1ccc(CNC(=O)C2CC2c2ccccc2)cc1 (stereo unspecified)	0.0	-3.6	-4.7	-1.2	0.2	4.1	-1.1	-6.9	0.8
COC(=O)c1ccccc1NC(=O)c1ccc(F)cc1	-1.0	-11.8	-0.8	9.7	-0.6	2.4	-5.9	-4.1	18.0
O=[N+]([O-])c1ccc(Cl)c(/C=N/N2CCN(Cc3ccccc3)CC2)c1	-1.9	-9.8	-3.1	4.9	1.7	-2.0	-4.3	-7.0	1.9
Cc1cccnc1NC(=O)c1cc2c(=O)oc3ccccc3c2s1	0.4	-16.5	-0.8	13.2	2.0	4.9	-2.8	-1.9	2.4
CCc1c(C)sc(NC(=O)Cc2ccccc2OC)c1C(=O)N1CCOCC1	0.2	-2.1	-2.7	4.0	-1.3	-0.5	0.7	-2.8	4.4
COc1ccc(C(=O)N/C(=C\c2cn(C)c3ccccc23)C(=O)N2CCOCC2)cc1	0.8	0.1	-2.4	-0.6	-29.6	6.5	0.4	-3.0	-7.6
O=C(CCCCCn1c(=S)[nH]c2ccc(N3CCOCC3)cc2c1=O)NCc1ccccc1Cl	1.8	6.9	0.6	-4.8	17.0	2.8	-0.9	-6.6	14.7
COc1ccc(OC)c(NC(=O)NCCc2c[nH]c3ccccc23)c1	6.3	-0.4	-2.9	-4.7	-13.5	7.0	-9.1	0.0	3.3
CC1CCCN(c2ccc3nc4ccccc4c(=O)n3n2)C1 (stereo unspecified)	2.4	-7.0	0.7	6.6	-4.8	7.1	-11.9	-5.2	-7.4
CN(CC(=O)NC1CCCCC1)S(=O)(=O)c1cccc2nsnc12	1.4	-1.9	-6.0	4.8	-5.2	1.1	0.6	-2.9	2.0
COc1ccc(C2c3[nH]c4ccccc4c3C[C@H]3C(=O)N(c4ccccc4C(=O)NCCN4CCOCC4)C(=O)N23)cc1 (stereo partly specified)	9.3	0.7	3.0	0.1	-4.3	8.3	-2.1	-0.8	4.9
CCOc1ccc2[nH]c(=O)c(CN(Cc3ccc(F)cc3)C(=O)N3CCCC3)cc2c1	0.9	-9.0	-0.2	4.7	2.6	8.5	-2.7	-2.8	-4.7
CCOC(=O)C1CCCN(C(=O)c2ccc(OC)cc2OC)CC1 (stereo unspecified)	1.2	-10.5	-1.1	3.9	-17.6	5.2	-4.6	-1.9	0.1
Cc1ccc(N2C(=O)CN(Cc3ccccc3)C2=S)cc1C	4.9	-12.3	-2.8	6.9	-11.6	-3.8	-2.6	-3.9	8.3
COc1cc(C(=O)NCCC(=O)NC(C)C)cc(OC)c1OC	1.1	1.6	-2.7	2.7	-1.4	0.5	0.9	-3.5	12.1

# Next section
structure	CHRM4 agonist	M1 antag	CHRM5 agonist	CHRM1 PAM	M4 antag	TAAR1 agonist	CHRM5 PAM	CHRM1 agonist	CHRM5 antagonist
Cc1occc1C(=O)N/N=C/c1cccs1	-0.3	-6.1	-0.7	4.6	5.8	2.1	1.8	-5.5	-0.3
S=c1[nH]c(-c2ccc(Br)cc2)cn1CCc1ccccc1	-0.3	3.8	0.6	2.8	2.6	4.9	7.9	-3.4	7.2
COC(=O)c1ccc(CS(=O)(=O)c2ccccc2C)o1	0.8	-9.9	0.5	4.9	7.8	7.7	-1.2	1.0	-4.8
COc1ccc(O)c(C(=O)c2cc(C#N)c(=O)n(CC3CCCO3)c2)c1 (stereo unspecified)	1.4	-8.6	-0.9	6.5	-1.0	0.9	-4.7	-3.5	6.9
Cn1c(-c2ccc(Cl)cc2)ccc(C#N)c1=O	-0.9	-3.7	-4.1	4.7	-13.6	0.6	7.1	-4.3	-11.1
CC(=O)c1cccc(Nc2cc(C)nc3ccccc23)c1	2.4	-2.9	-12.6	1.0	-7.3	8.9	7.4	-4.0	-9.2
CC1(C)Cc2[nH]c(=S)c(C#N)cc2CO1	1.0	-6.0	-1.9	-3.3	1.3	17.0	-3.4	-1.1	0.7
O=C(CC1OC(=O)c2ccccc21)Nc1cc(Cl)ccc1N1CCCC1 (stereo unspecified)	1.9	-3.0	-3.5	-0.6	-7.2	-1.7	-3.2	-3.5	-1.2
CCCCCCN1CCN(C2CN(Cc3cn(Cc4ccc(C)cc4)nn3)S(=O)(=O)C2)CC1 (stereo unspecified)	1.8	.	-5.3	.	0.5	-0.3	-0.4	.	-8.9
